# PglD inh: blocks C. jejuni PglD acetyltransferase activity. purified PglD enzyme, DTNB colorimetric CoA detection. inhibition, % at 12.5 µM. 360,000 compounds, 0.098% hits. AID 602405; in the data active means inhibition above about 16%, passing the limit was not always enough; further: strong numbers were not always called active
# PAX8 reporter: inhibitors of PAX8 transcriptional activity in RMG-I cells | RMG-I TPO-luciferase reporter, SteadyGlo, 24 h | 360,000 compounds, 1.2% hits | inhibition, % at 12.6 µM;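 active means mean replicate inhibition at least 60% with every replicate also reaching 60%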;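 further: luciferase light reporting Pax8 driven TPO promoter activity; plate controls were median of neutral control wells for no effect and mitoxantrone controls for full effect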
# LGR2 antag: inhibitors of bursicon-induced Drosophila LGR2 receptor cAMP signaling. HEK293 LGR2, CRE-luciferase, bursicon-stimulated, 4 h. inhibition, % at 9.99 µM. 380,000 compounds, 0.35% hits;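 active means drop in luminescence signal, shown as inhibition above about 50% in the replicate tests, limit read from the data, passing the limit was not always enough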;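 further: agonist challenge used bursicon conditioned medium at about half maximal strength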
# ERAP1 inh: ERAP1 (human) enzyme inhibition; recombinant ERAP1, Leu-AMC fluorescence, 60 min; 340,000 compounds, 0.15% hits; Q9NZ08; AID 652197; inhibition, % at 10.7 µM;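 active means mean replicate inhibition of at least 30%, or all replicates individually reaching that 30% level; inactive means mean below 30% and not every replicate reaching it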;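 further: 0% = neutral control wells and 100% = L-leucinethiol positive control wells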
# Target sequence (Q9NZ08 whole entry, looked up): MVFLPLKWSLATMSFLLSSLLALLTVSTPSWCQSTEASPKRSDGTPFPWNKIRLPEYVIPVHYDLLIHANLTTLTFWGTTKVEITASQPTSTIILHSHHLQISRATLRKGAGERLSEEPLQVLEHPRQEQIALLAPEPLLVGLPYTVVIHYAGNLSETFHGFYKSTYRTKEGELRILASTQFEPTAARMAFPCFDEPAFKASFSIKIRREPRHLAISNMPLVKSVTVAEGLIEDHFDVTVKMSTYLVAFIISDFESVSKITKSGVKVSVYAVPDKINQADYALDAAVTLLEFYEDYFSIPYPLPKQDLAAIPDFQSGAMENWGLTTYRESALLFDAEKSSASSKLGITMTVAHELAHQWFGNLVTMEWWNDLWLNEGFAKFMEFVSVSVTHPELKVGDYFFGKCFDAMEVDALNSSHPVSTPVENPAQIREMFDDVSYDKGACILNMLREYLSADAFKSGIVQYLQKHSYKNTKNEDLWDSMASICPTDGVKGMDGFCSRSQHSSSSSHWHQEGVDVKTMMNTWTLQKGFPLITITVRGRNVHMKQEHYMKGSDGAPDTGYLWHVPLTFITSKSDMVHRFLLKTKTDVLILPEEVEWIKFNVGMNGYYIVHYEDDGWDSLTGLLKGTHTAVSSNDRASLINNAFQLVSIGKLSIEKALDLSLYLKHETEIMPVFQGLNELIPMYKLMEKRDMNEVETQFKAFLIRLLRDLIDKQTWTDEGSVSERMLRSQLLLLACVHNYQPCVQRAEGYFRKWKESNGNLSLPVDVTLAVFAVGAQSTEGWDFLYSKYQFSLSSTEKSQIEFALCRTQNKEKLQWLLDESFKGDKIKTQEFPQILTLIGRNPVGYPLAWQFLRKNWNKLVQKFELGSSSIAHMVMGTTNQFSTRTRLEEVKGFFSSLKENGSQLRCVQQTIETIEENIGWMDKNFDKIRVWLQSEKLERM
# FN deposit inh: fibronectin deposition inhibition. AH1F fibroblasts, Alexa488-fibronectin deposition fluorescence, overnight. inhibition, % at 12.6 µM. 350,000 compounds, 0.086% hits;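 active means mean inhibition across replicates of 30% or more, regardless of how many single replicates reach that level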;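 further: positive control wells lacked labelled fibronectin entirely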
#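 material = AH1F fibroblast monolayer depositing Alexa488-labelled fibronectin into matrix | amount = 10000 AH1F cells/well | buffer or medium = DMEM plus 2% serum, read in PBS | incubation = 1 h cell adhesion before compound, then overnight fibronectin incubation | detection = fluorescence at 485 nm excitation, 525 nm emission | evaluation = percent inhibition as loss of matrix-bound fibronectin fluorescence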
# S100A4 MyoIIA: S100A4-myosin IIA interaction inhibition; S100A4/TAMRA-MyoIIA peptide fluorescence polarization; inhibition, % at 10.7 µM; 360,000 compounds, 0.14% hits; AID 652163;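 active means mean inhibition of at least 70% across replicates, with every replicate also reaching that level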
# Target sequence (P26447 whole entry, looked up): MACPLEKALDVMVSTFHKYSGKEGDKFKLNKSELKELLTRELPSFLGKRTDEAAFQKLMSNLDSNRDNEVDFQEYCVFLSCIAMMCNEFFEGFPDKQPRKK
#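 Test system: S100A4 monomer protein; Medium: HEPES pH 7.2 with CaCl2, KCl, NaCl, DTT, Triton; Probe or stimulus: TAMRA-labelled myosin IIA heavy-chain peptide probe, 5 nM; Doses: one dose per compound; Times: polarization read 5 min after assay mix addition, stable 5–60 min; Benchmarks: neutral control DMSO, positive control TFP.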
# EWS-Fli block: inhibitors of EWS/Fli oncoprotein transcriptional activity | A673 NR0B1-luciferase reporter, viability-normalised | inhibition, % at 12.6 µM | 350,000 compounds, 0.67% hits | AID 651661;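 active means mean inhibition of at least 50% after viability correction, with every replicate also passing that limit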;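 further: firefly luciferase signal divided by Alamar Blue viability fluorescence both relative to DMSO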
# PGC1a acetyl inh: PGC1a acetylation modulation, inhibitor mode; U2OS PGC1a acetylation, AlphaScreen anti-acetyl-lysine; with virally co-expressed GCN5 acetyltransferase; AID 651687; inhibition, % at 15.6 µM; 350,000 compounds, 0.17% hits;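 active means every replicate shows inhibition of at least 40%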;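 further: 0% = neutral control wells and 100% = positive control wells; some results beyond the cut were filed as inactive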
# * = called active by the depositor; nt = not tested or not shown.
SMILES,PglD inh,PAX8 reporter,LGR2 antag,ERAP1 inh,FN deposit inh,S100A4 MyoIIA,EWS-Fli block,PGC1a acetyl inh
O=C(C[C@H]1C[C@H]2c3cc(NC(=O)Nc4ccc(F)cc4)ccc3O[C@H]2[C@H](CO)O1)NCC1CC1,-1,-12,7,nt,-11,nt,-3,-7
CCOC(=O)c1ccc(NC(=O)Nc2nc3ccccc3s2)cc1,nt,-12,4,-2,-1,1,-10,nt
CC(C)NC(=O)N(C)C[C@@H]1OCc2cnnn2CCCC(=O)N([C@@H](C)CO)C[C@@H]1C,1,1,9,-1,0,1,-1,5
CCCNC(=O)C1(C)CCN(C(=O)c2ccc(F)c(Cl)c2)C1 (stereo not given),-1,17,0,-2,-2,0,9,5
CCc1ccccc1NC(=O)CCNS(=O)(=O)c1cc(Br)cnc1N,0,-2,-3,3,-2,-4,2,-9
COCc1cc(CN2CCCC(CNC(=O)c3ccc(F)cc3)C2)ccc1OC (stereo not given),nt,-3,-16,14,4,4,8,-9
O=C1NC[C@H](CCCCN2CCN(CC3CCCCC3)C(=O)C2=O)N(Cc2ccccc2)C1=O,nt,-10,0,2,-4,3,-7,nt
Cc1noc(C)c1COC(=O)COc1ccc(-c2ccccc2)cc1,2,8,-7,0,-19,2,0,-2
C=CCn1c(C(C)NC(=O)c2ccc(C)cc2)n[nH]c1=S (stereo not given),3,26,1,2,-2,1,-2,-5
Cc1ccc(S(=O)(=O)Nc2ccc3c(c2)C(=O)N([C@@H](C)CO)C[C@@H](C)[C@@H](CN(C)C(=O)Nc2ccc4c(c2)OCO4)O3)cc1,nt,-6,-1,nt,nt,nt,-8,-8
Cc1cc(C(=O)N/N=C/c2ccncc2)c(C)o1,nt,6,-6,6,-6,-1,-13,-7
CCOc1ccc(Cl)cc1-c1cc(C(=O)NCCOC)[nH]n1,1,-11,-1,1,-1,-2,-6,2
CC(C)(C)NC(=O)Cc1ccc(Cl)c(Cl)c1,nt,-7,-17,-10,-8,-6,2,7
C=CCNC(=S)N(C)[C@H]1C[C@H]2c3cc(-c4ccccc4C)ccc3CCN2C[C@H]1[C@H](C)O,nt,11,7,0,-11,1,7,nt
CCC(C)N(C(=O)CSc1nnc(NC(C)C)s1)C1CCS(=O)(=O)C1 (stereo not given),-4,-10,15,0,nt,-2,3,nt
COc1ccc(NC(=O)N(C)C[C@@H]2OCCCC[C@@H](C)Oc3ccc(NS(=O)(=O)c4ccccc4)cc3C(=O)N([C@@H](C)CO)C[C@H]2C)cc1,-1,-10,21,2,-7,-1,-3,-4
Cc1ccccc1Oc1nnc(-c2cccs2)c2ccccc12,nt,14,11,6,nt,3,5,-2
Cc1cc(CNC(=O)c2cccc(OC3CCN(S(=O)(=O)N(C)C)CC3)c2)on1,2,nt,-31,-2,-9,-8,-59,0
Cc1ccc(-c2nn(CC(=O)NCc3ccccn3)c(=O)c3ccccc23)cc1S(=O)(=O)N(C)C,1,3,-6,-2,0,-1,2,-3
S=C(NC1CCCC1)N1CCN(c2ccc(Cl)cc2)CC1,nt,9,-12,6,-12,12,3,nt
CO[C@H]1CN(C)C(=O)c2cc(NC(=O)C3CC3)ccc2OC[C@H](C)N(C(=O)c2cnccn2)C[C@@H]1C,11,-5,-9,2,3,5,0,-3
O=C(Cn1cccc1C(=O)c1ccccc1)NCc1cccc(Cl)c1,nt,-31,-10,13,10,-2,-40,-8
Cc1cccc(NC(=O)Cn2c(=O)n(CC3CCCO3)c(=O)c3ccccc32)c1 (stereo not given),7,16,0,0,-6,4,nt,nt
C[N+]1(CC(O)COCC2COc3ccccc3O2)CCOCC1 (stereo not given),nt,-4,10,104*,-4,-3,-1,-16
CC(C)(C)OC(=O)N1CCC[C@@H]1C(=O)N1CCC[C@@H]1C(=O)NCc1ccccc1,nt,-22,0,-1,3,-2,-3,nt
# (continued)
SMILES,PglD inh,PAX8 reporter,LGR2 antag,ERAP1 inh,FN deposit inh,S100A4 MyoIIA,EWS-Fli block,PGC1a acetyl inh
CC(C)CC(=O)Nc1ccc(Oc2ccc3c(c2)C(=O)NC3=O)cc1,6,-9,9,-1,3,-26,4,nt
CCc1ccc(NC(=O)CCCn2nc(CC)n3c(cc4occc43)c2=O)cc1,0,4,4,-2,-26,-3,nt,-8
Cc1nnc(CN(C)C(=O)c2cc(COc3ccc(C)c(C)c3)on2)o1,6,-35,-16,-3,2,0,nt,-11
COC(=O)C[C@H]1CC[C@@H]2[C@H](COC[C@@H](O)CN2S(=O)(=O)c2ccccc2OC)O1,-3,-18,nt,nt,8,nt,1,4
O=c1c2cc(O)c(O)cc2oc2cc(O)c(C3OC(CO)C(O)C(O)C3O)c(O)c12 (stereo not given),-6,nt,nt,nt,nt,-1,0,3
CN(CC(=O)Nc1ccccc1Sc1ccccc1)C1CCCCC1,nt,6,22,0,nt,-1,-11,-6
COCc1cn(CC[C@@H]2CC[C@H](NC(=O)Nc3ccc4c(c3)OCO4)[C@@H](CO)O2)nn1,-2,-6,14,-6,8,56,3,-1
O=C(O)C1CCN(S(=O)(=O)c2ccc3[nH]ccc3c2)CC1,-4,2,5,3,7,2,2,3
N#C/C(=C\c1ccc(OCc2ccccc2)cc1)C(=O)Nc1ccc(C(=O)O)cc1,nt,-27,-32,2,-3,2,-47,nt
COc1ccccc1Nc1nc(N2CCCC2)nc(N2CCOCC2)n1,-5,4,8,-2,-6,-3,-1,nt
CCN(CC)CCCC(C)Nc1nccc2c(Cl)cccc12 (stereo not given),-1,-3,-7,3,2,-2,1,nt
Oc1cccc(-c2nnc(-c3cccc(O)c3)nn2)c1,-4,3,84*,0,nt,-5,72*,4
C[C@@H]1CN([C@@H](C)CO)S(=O)(=O)c2ccc(C#Cc3ccc(F)cc3)cc2O[C@H]1CN(C)C(=O)NC1CCCC1,1,nt,-3,-4,1,-1,13,11
O=C(N[C@H]1CC[C@H](CCn2cc(C3(O)CCCC3)nn2)O[C@@H]1CO)C1CCOCC1,1,4,5,-1,5,0,-7,5
CC1CCCCN1C(=O)COC(=O)C1CCN(S(=O)(=O)c2c(Cl)cccc2Cl)CC1 (stereo not given),5,-13,4,2,7,-2,nt,nt
CC(C)NC(=O)Nc1ccc2c(c1)C(=O)N([C@H](C)CO)C[C@@H](C)[C@H](CN(C)Cc1ccncc1)OCCCC[C@@H](C)O2,4,-11,-11,1,nt,-15,nt,-7
O=C(c1cc2ccccc2c(=O)o1)N1CCCC1,nt,-8,6,0,1,-4,-21,nt
O=c1[nH]c(CN2CCN(c3ncccn3)CC2)nc2c(Br)cc(Br)cc12,-2,4,-2,-2,-2,0,10,-3
CC1CCN(CC(O)COc2cccc(F)c2)CC1 (stereo not given),4,-17,-9,nt,-4,3,1,6
O=C(CSc1nnc(-c2ccncc2)o1)Oc1ccccc1,0,6,nt,nt,1,nt,nt,4
CC(C)(O)C#Cc1ccc(C(=O)NCc2ccccc2F)cc1,nt,-16,-18,-4,3,4,-13,nt
Cc1ccc(NC(=O)c2ccc(OCC3CCCO3)cc2)nc1 (stereo not given),4,-138,-27,0,3,0,-5,nt
C[C@@H]1CN([C@H](C)CO)C(=O)c2cc(NC(=O)CCC(F)(F)F)ccc2O[C@@H](C)CCCCO[C@@H]1CN(C)C(=O)CCC(F)(F)F,-3,-24,-11,0,-1,-5,-4,-8
COCCN(C(=O)CSc1nnc(-c2cccc(F)c2)n1N)c1c(N)n(CC(C)C)c(=O)[nH]c1=O,4,-16,-2,1,nt,-1,nt,nt
COc1ccccc1C(=O)Nc1ccc(N2CCN(C(C)=O)CC2)cc1,nt,11,1,-4,-4,2,0,nt
# Next records
SMILES,PglD inh,PAX8 reporter,LGR2 antag,ERAP1 inh,FN deposit inh,S100A4 MyoIIA,EWS-Fli block,PGC1a acetyl inh
O=C(O)c1ccc(N=C2SCC(=O)N2Cc2ccccc2)cc1,nt,8,-3,1,nt,-1,-6,2
COc1cccc2c1OCC(C(=O)NCc1ccc(Cl)cc1Cl)=C2,7,26,5,2,-8,-1,nt,-5
COc1cccc(OC)c1NC(=O)CN(C)S(=O)(=O)c1ccc2c(c1)OCCO2,0,-5,8,1,3,-2,-4,-19
O=C(OCCN1CCOCC1)c1ccc(Cl)cc1Cl,-6,-19,nt,-1,-7,0,-9,5
COC(=O)c1ccccc1NC(=O)CSc1n[nH]c(-c2cccnc2)n1,nt,5,-25,-1,nt,2,5,-4
Cc1onc(-c2c(F)cccc2Cl)c1C(=O)Nc1cccc(S(=O)(=O)N2CCOCC2)c1,2,-1,-4,-8,3,-5,12,9
Cc1cccc(S(=O)(=O)N[C@H]2CC[C@H](CCNC(=O)c3cnccn3)O[C@@H]2CO)c1,-3,9,-4,-3,5,14,12,2
Cc1cc(Nc2c(C#N)c(N)nn2C)ccc1F,-5,-18,9,10,6,5,-6,nt
CN(C)CC(=O)Nc1ccc2c(c1)[C@@H]1C[C@H](CC(=O)NCc3cccnc3)O[C@@H](CO)[C@@H]1O2,3,nt,-17,0,1,-3,-6,8
CC(=O)Nc1ccc(S(=O)(=O)NNC2=NS(=O)(=O)c3ccccc32)cc1,nt,12,nt,1,-2,-3,1,-5
C=CCSc1nnc(-c2cccc3ccccc23)o1,1,15,3,0,6,-2,1,-11
Cc1ccccc1COc1ccc(-c2nn[nH]n2)cc1,0,-54,-5,0,-8,-3,0,nt

# A different layout for some results above.
# Sequence of screens: PglD inh | PAX8 reporter | LGR2 antag | ERAP1 inh | FN deposit inh | S100A4 MyoIIA | EWS-Fli block | PGC1a acetyl inh
COc1cccc2c1OCC(C(=O)NCc1ccc(Cl)cc1Cl)=C2
    7 | 26 | 5 | 2 | -8 | -1 | nt | -5
COc1cccc(OC)c1NC(=O)CN(C)S(=O)(=O)c1ccc2c(c1)OCCO2
    0 | -5 | 8 | 1 | 3 | -2 | -4 | -19
O=C(OCCN1CCOCC1)c1ccc(Cl)cc1Cl
    -6 | -19 | nt | -1 | -7 | 0 | -9 | 5
COC(=O)c1ccccc1NC(=O)CSc1n[nH]c(-c2cccnc2)n1
    nt | 5 | -25 | -1 | nt | 2 | 5 | -4
Cc1onc(-c2c(F)cccc2Cl)c1C(=O)Nc1cccc(S(=O)(=O)N2CCOCC2)c1
    2 | -1 | -4 | -8 | 3 | -5 | 12 | 9
Cc1cccc(S(=O)(=O)N[C@H]2CC[C@H](CCNC(=O)c3cnccn3)O[C@@H]2CO)c1
    -3 | 9 | -4 | -3 | 5 | 14 | 12 | 2
Cc1cc(Nc2c(C#N)c(N)nn2C)ccc1F
    -5 | -18 | 9 | 10 | 6 | 5 | -6 | nt
CN(C)CC(=O)Nc1ccc2c(c1)[C@@H]1C[C@H](CC(=O)NCc3cccnc3)O[C@@H](CO)[C@@H]1O2
    3 | nt | -17 | 0 | 1 | -3 | -6 | 8
CC(=O)Nc1ccc(S(=O)(=O)NNC2=NS(=O)(=O)c3ccccc32)cc1
    nt | 12 | nt | 1 | -2 | -3 | 1 | -5
C=CCSc1nnc(-c2cccc3ccccc23)o1
    1 | 15 | 3 | 0 | 6 | -2 | 1 | -11
Cc1ccccc1COc1ccc(-c2nn[nH]n2)cc1
    0 | -54 | -5 | 0 | -8 | -3 | 0 | nt

# Screens from PubChem BioAssay.
